Screening results as filed in PubChem BioAssay.
Pf apPOL inh = Pf-apPOL DNA polymerase inhibition; Recombinant Pf-apPOL, molecular beacon fluorescence, 1.5 h; inhibition, % at 10 µM; 210,000 tested, 0.25% active
mHTT-CaM PPI inh = mHTT-calmodulin interaction abrogation. P42858. AlphaScreen His-mHTT/GST-CaM binding, luminescence. inhibition, % at 15 µM. 190,000 tested, 3.6% active;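 also: 0% = both proteins with DMSO and 100% = one protein alone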
Target sequence (P42858 whole entry, looked up, stated change not applied): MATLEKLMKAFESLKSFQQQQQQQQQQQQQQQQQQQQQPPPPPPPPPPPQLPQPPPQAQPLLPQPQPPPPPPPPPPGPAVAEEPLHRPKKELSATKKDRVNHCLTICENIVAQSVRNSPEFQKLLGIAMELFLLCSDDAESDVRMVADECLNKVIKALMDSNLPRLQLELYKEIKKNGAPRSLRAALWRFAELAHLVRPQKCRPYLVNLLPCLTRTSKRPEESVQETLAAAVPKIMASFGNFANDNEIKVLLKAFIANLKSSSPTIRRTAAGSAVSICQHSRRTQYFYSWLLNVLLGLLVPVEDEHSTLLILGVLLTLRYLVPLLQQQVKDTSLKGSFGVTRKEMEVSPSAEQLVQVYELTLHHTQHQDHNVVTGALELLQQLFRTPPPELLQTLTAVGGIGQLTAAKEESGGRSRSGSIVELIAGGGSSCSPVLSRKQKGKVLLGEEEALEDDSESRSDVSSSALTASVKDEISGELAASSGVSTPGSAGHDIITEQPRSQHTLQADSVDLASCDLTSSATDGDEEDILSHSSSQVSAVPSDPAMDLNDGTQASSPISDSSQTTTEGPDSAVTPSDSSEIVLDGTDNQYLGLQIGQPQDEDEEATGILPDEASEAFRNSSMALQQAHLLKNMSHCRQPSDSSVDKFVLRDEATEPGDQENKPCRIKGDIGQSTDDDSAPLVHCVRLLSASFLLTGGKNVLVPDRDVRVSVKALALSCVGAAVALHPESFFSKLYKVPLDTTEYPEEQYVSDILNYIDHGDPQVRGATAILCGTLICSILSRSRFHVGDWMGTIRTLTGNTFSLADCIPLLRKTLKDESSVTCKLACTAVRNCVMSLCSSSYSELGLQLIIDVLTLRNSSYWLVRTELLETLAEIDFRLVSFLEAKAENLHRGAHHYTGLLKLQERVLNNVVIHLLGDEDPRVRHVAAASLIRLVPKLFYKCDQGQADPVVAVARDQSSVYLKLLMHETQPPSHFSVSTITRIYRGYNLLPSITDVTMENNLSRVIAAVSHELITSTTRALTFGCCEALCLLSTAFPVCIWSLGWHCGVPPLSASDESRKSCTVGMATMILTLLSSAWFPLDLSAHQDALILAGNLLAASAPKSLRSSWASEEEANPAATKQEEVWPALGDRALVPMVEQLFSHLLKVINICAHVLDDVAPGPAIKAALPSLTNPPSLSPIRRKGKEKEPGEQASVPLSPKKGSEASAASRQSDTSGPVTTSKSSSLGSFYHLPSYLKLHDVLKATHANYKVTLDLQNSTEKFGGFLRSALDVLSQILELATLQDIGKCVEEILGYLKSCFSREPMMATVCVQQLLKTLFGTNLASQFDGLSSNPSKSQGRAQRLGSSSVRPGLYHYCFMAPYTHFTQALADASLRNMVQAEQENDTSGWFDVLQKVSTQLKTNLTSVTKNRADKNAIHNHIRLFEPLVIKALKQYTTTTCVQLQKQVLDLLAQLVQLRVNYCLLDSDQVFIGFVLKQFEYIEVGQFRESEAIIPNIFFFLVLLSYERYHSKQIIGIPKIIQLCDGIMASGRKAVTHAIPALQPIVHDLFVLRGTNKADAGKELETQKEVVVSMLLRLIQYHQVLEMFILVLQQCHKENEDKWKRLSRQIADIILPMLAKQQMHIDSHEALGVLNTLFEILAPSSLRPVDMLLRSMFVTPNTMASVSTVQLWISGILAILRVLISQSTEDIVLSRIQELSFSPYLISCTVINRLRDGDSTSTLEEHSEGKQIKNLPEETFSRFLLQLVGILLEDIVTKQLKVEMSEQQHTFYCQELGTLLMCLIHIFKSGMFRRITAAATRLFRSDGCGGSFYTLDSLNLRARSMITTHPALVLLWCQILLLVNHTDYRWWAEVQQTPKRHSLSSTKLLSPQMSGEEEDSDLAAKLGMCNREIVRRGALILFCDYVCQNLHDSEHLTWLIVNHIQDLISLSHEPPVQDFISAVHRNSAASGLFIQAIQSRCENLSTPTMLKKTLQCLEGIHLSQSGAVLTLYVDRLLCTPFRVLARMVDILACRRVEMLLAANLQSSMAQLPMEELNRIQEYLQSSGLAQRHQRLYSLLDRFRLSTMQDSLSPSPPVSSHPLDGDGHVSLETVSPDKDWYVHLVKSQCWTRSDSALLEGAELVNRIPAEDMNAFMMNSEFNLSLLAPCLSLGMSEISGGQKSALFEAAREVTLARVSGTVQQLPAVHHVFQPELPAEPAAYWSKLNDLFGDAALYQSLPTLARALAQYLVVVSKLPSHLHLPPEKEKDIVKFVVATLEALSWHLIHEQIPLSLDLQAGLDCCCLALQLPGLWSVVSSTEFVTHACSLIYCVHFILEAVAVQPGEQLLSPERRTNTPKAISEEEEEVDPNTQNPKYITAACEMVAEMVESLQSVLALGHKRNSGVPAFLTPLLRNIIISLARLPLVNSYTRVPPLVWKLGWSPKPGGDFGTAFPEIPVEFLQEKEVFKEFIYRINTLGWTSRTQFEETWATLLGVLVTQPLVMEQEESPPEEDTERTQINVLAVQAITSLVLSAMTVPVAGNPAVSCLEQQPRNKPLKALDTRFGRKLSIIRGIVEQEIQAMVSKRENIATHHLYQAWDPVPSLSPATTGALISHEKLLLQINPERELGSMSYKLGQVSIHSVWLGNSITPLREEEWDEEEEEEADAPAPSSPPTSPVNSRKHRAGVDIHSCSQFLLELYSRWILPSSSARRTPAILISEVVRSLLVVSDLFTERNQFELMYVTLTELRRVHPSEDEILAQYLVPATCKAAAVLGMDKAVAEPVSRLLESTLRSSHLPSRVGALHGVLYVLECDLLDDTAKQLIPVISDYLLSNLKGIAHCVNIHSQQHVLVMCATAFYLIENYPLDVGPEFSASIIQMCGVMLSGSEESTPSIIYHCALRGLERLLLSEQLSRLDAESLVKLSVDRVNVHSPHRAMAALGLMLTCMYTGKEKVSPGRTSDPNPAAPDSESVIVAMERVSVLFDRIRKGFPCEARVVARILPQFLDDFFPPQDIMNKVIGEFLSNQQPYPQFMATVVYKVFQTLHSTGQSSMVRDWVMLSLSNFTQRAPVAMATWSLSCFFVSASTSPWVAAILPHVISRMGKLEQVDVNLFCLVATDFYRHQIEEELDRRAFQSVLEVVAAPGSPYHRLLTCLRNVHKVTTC
Numbers without * were called inactive; . = no result given; & = joins results of further samples. Rule as the data show it: active = inhibition above about 50%; inactive = the rest. Rows are unselected; any-hit rate near 3.7%.

SMILES	Pf apPOL inh	mHTT-CaM PPI inh
O=c1/c(=C/c2ccco2)sc2nnc(-c3ccccc3Cl)n12	-8	8
Cc1ccc(C=Nc2sc3c(c2C#N)CCCC3)s1	.	14
O=c1sc2ccccc2c(Nc2ccc([N+](=O)[O-])cc2)c1[N+](=O)[O-]	.	25
COc1ccc(Br)cc1C(=O)Nc1ccccc1C(C)C	-20	-49
CCOc1ccc(NC(=O)CSc2nc3c(c(=O)n2-c2ccc(Cl)cc2)SCC3)cc1	-5	4
O=C(CSc1nnc(-c2cccnc2)n1Cc1ccccc1)c1ccc(Br)cc1	-3	18
Cc1ccc(N2C(=O)C3CCC(C)(C2=O)C3(C)C)cc1C (stereo not drawn)	-5	-6
CC12CC3CC(C1)CC(C(=O)O)(C3)C2	-5	-3
Cc1cccc(NC2=C(N3CCOCC3)C(=O)c3ccccc3C2=O)c1	-3	29
NC(=O)c1ccc(NC(=O)C2CCCCC2)cc1	-7	-5
O=C(Nc1ccc2c(c1)OCCO2)C1CCCO1 (stereo not drawn)	0	-7
O=C(c1ccccc1Cl)N1CCC2(CC1)NC(=O)N(Cc1ccc(F)cc1)C2=O	0	21
COc1ccccc1OCCNC(=O)CSc1ccc(C(F)(F)F)cc1[N+](=O)[O-]	0	2
O=C(NCc1ccc2c(c1)OCO2)c1ccc(I)cc1	3	-4
O=C(CSCc1ccccc1)NCC1CCN(c2ncccn2)CC1	-7	-9
O=C(Cc1ccccc1[N+](=O)[O-])NCc1ccco1	11	2
CCOc1ccc(NC(=O)c2cc(I)ccc2Cl)cc1	-1	-5
CC1C(=O)N(C)c2ccc(S(=O)(=O)N3CCOCC3)cc21 (stereo not drawn)	-4	.
O=C(CCc1nnc(-c2ccccc2)[nH]c1=O)NC1CC1	1	1
COc1ccc(S(=O)(=O)N2CCC(C(=O)O)CC2)cc1[N+](=O)[O-]	-16	-5
CC1(C)CC(=O)C(C=Nc2cccnc2N=CC2=C(O)CC(C)(C)CC2=O)=C(O)C1	-2	-1
CCOC(=O)Nc1nc2c(s1)CN(C(=O)Nc1ccc3c(c1)OCO3)CC2	-2	9
O=C(Nc1c(-c2ccccc2)nc2ccccn12)C1CCCC1	0	0
O=C(NC1CC1)c1cccc(OCC2CCCN(C(=O)c3ccc(F)cc3F)C2)c1 (stereo not drawn)	2	-1
O=C(Nc1ccc2c(c1)OCCO2)c1ccc(Cl)c(Cl)c1	-10	-1
COc1cc2ncn(C)c2cc1OC	-3	-7
O=C(Cn1c(NCCO)nc2ccccc21)c1cccs1	17	3
Cc1cc(C)nc(SCC(=O)Nc2ccc(OC(F)(F)Cl)cc2)n1	-2	-6
CC1=Nn2c(nc3sc(-c4ccccc4)cc3c2=O)SC1	-8	.
CCOC1=NN(c2ccc([N+](=O)[O-])cc2)C(=O)/C1=C/c1ccc(OC)cc1OC	-7	5

Some of these compounds in order of heavy-atom count, high to low:
SMILES	Pf apPOL inh	mHTT-CaM PPI inh
CCOC(=O)Nc1nc2c(s1)CN(C(=O)Nc1ccc3c(c1)OCO3)CC2	-2	9
Cc1cc(C)nc(SCC(=O)Nc2ccc(OC(F)(F)Cl)cc2)n1	-2	-6
CC1C(=O)N(C)c2ccc(S(=O)(=O)N3CCOCC3)cc21 (stereo not drawn)	-4	.

(continued)
SMILES	Pf apPOL inh	mHTT-CaM PPI inh
COc1ccc(Cl)cc1NS(=O)(=O)c1ccc2c(c1)CCN2C(C)=O	-2	16
CC(O)(CNC(=O)c1nc2ccccc2s1)c1ccc2c(c1)OCO2 (stereo not drawn)	-6	-9
COC(=O)N1CCN(CCNC(=O)c2ccccc2C(F)(F)F)CC1	-4	-14
Cc1cc(C)c(C(=O)CC2(O)C(=O)Nc3ccc(Br)cc32)c(C)c1 (stereo not drawn)	-6	15
Cc1ccc(C23CC4CC(CC(C(=O)O)(C4)C2)C3)cc1	6&3	4&-4
COc1ccc(S(=O)(=O)N2CCCCC2CC(=O)NCc2c(F)cccc2F)cc1 (stereo not drawn)	2	3
CC(=O)N1CCc2sc(C(=O)NCc3ccc(C)cc3)cc2C1	0	5
Cc1ccc(C(=O)N2CCCCC2)cc1Br	-3	-3
NS(=O)(=O)c1ccc(CCNC(=O)CCC2NC(=O)c3ccccc3NC2=O)cc1 (stereo not drawn)	-6	-17
Cc1ccc(-n2cc3c(c2-c2ccccc2)c(=O)n(C)c(=O)n3C)cc1	5	22
CC(NC(=O)c1ccc(N2CCNCC2)c([N+](=O)[O-])c1)C12CC3CC(CC(C3)C1)C2 (stereo not drawn)	-1	28
O=C(CCCn1c(=O)[nH]c2ccsc2c1=O)N1CCc2ccccc2C1	-3	-4
CN(C)c1ccc(C(=O)N2CCCCC2)cc1	-2	3
O=C1C2C3C=CC(CC3)C2C(=O)N1c1ccccc1Cl (stereo not drawn)	0	-1
O=C(Cc1ccc(F)cc1)NCC1CC(=O)N(Cc2ccc(F)cc2)C1 (stereo not drawn)	-7	2
CCC(=O)NCCc1csc(C2CCCN(C(=O)Cc3ccc(C)cc3)C2)n1 (stereo not drawn)	-7	-8
O=C(c1cccc(Cl)c1)N1CCCCC1	-3	0
CC1CCCCN1S(=O)(=O)c1ccc(C(=O)Nc2nc(-c3ccccn3)cs2)cc1 (stereo not drawn)	-9	100*
CC(C)NC(=O)c1cc(N(C)C)nc2c(Cl)cccc12	-3	-6
Cc1cccc(NC(NC(=O)c2ccccc2[N+](=O)[O-])C(Cl)(Cl)Cl)c1 (stereo not drawn)	-7	14
O=C(O)CSCC(=O)Nc1cccc(F)c1C(=O)O	4	.
O=C(O)c1ccccc1C(=O)Nc1cccc(Cl)c1	6	-8
O=C(Nc1ccccc1O)c1cc2cc(Br)ccc2oc1=O	2	2
COc1ccc2oc(-c3noc(-c4ccc(F)cc4)n3)c(C)c2c1	2	-4
CC(C)C(C(=O)N1CCCCC1)N1C(=O)c2ccccc2C1=O (stereo not drawn)	-2	2
COc1ccc(-c2nc3cccnc3n2C2CCN(C(=O)c3ccncc3)C2)cc1 (stereo not drawn)	-2	6
COc1ccc(OC)c(C(C)NC=O)c1 (stereo not drawn)	10	-1
O=C(Nc1ccc(Br)cc1)OCCN1CCCC12CCC(c1ccccc1)CC2 (stereo not drawn)	-5	-14
COc1cccc(CC(=O)N2CCC(Nc3ncnc4c3CCC4)C2)c1 (stereo not drawn)	4	-12
NC(=O)C1(N2CCCCC2)CCN(c2nc(-c3ccccc3F)nc3ccccc23)CC1	4	21

The last 7 compounds of the section before are carried over, then new ones follow.
SMILES	Pf apPOL inh	mHTT-CaM PPI inh
COc1ccc2oc(-c3noc(-c4ccc(F)cc4)n3)c(C)c2c1	2	-4
CC(C)C(C(=O)N1CCCCC1)N1C(=O)c2ccccc2C1=O (stereo not drawn)	-2	2
COc1ccc(-c2nc3cccnc3n2C2CCN(C(=O)c3ccncc3)C2)cc1 (stereo not drawn)	-2	6
COc1ccc(OC)c(C(C)NC=O)c1 (stereo not drawn)	10	-1
O=C(Nc1ccc(Br)cc1)OCCN1CCCC12CCC(c1ccccc1)CC2 (stereo not drawn)	-5	-14
COc1cccc(CC(=O)N2CCC(Nc3ncnc4c3CCC4)C2)c1 (stereo not drawn)	4	-12
NC(=O)C1(N2CCCCC2)CCN(c2nc(-c3ccccc3F)nc3ccccc23)CC1	4	21
O=C(O)CSc1ncnc2ccccc12	8	-7
CCOC(=O)C1CCN(C(=O)C2CCc3sc(C(=O)N4CCCC4)cc3C2)CC1 (stereo not drawn)	-1	-1
O=C(CSc1nc2ccccc2s1)Nc1nc2ccc([N+](=O)[O-])cc2s1	-5	7
CCS(=O)(=O)NCCC1CCN(C(=O)c2ccc(C)cc2)CC1	-4	32
Cc1ccc(CC(=O)N2CCN(c3nc(CN4CCCCC4)cs3)CC2)cc1	-8	9
Cc1cc2n(n1)C(C(F)(F)F)CC(C)N2 (stereo not drawn)	.	-7
COc1ccc(-n2c(C)nc3cc(C(=O)O)ccc32)cc1	2	-8
O=C(NCc1cccs1)C1CCN(c2cnn(Cc3ccccc3)c(=O)c2)CC1	-3	-4
O=c1cc(-c2cc3ccccc3o2)oc2ccccc12	4	.
O=C(Nc1cccc(C(F)(F)F)c1)c1ccccc1Br	-5	-26
Cc1cc(C)n2nc(S(=O)(=O)Nc3ccc(Cl)cc3Cl)nc2n1	0	8
CC(C)(C)S(=O)(=O)C(C#N)=CNc1ncccn1	-1	.
COCC(=O)NC1CCN(c2nc3c(s2)c(C)nn3-c2ccc(OC)cc2)CC1	-5	13
COc1ccc(-c2nc(SCC(=O)Nc3ccc(OC(F)(F)F)cc3)[nH]c(=O)c2C#N)cc1	-2	14
COc1c(I)cc(C=C2C(=O)N(C)C(=O)N(C)C2=O)cc1[N+](=O)[O-]	-3	19

An excerpt of these results, with values under each structure.
Below each compound – Pf apPOL inh, mHTT-CaM PPI inh
- CCOC(=O)C1CCN(C(=O)C2CCc3sc(C(=O)N4CCCC4)cc3C2)CC1 (stereo not drawn)
    -1, -1
- O=C(CSc1nc2ccccc2s1)Nc1nc2ccc([N+](=O)[O-])cc2s1
    -5, 7
- CCS(=O)(=O)NCCC1CCN(C(=O)c2ccc(C)cc2)CC1
    -4, 32
- Cc1ccc(CC(=O)N2CCN(c3nc(CN4CCCCC4)cs3)CC2)cc1
    -8, 9
- Cc1cc2n(n1)C(C(F)(F)F)CC(C)N2 (stereo not drawn)
    ., -7
- COc1ccc(-n2c(C)nc3cc(C(=O)O)ccc32)cc1
    2, -8

Next section.
SMILES	Pf apPOL inh	mHTT-CaM PPI inh
O=S(=O)(NCc1ccco1)c1ccccc1Br	-4	3
NNC(=O)CNC(=O)c1c(F)cccc1F	4	.
CCOc1ccccc1C(=O)N1CCc2nc(-c3ccc(Cl)cc3)ncc2C1	-2	-4
O=C(Nc1cc(C(F)(F)F)ccc1OCC(F)(F)F)C(Cl)(Cl)Cl	1	.
COc1cc(C(=O)N2CCC(CC(=O)NC3CCCC3)CC2)cc(OC)c1OC	-10	-1
Cc1ccc(C(=O)Nc2c3c(nn2C(C)(C)C)CS(=O)(=O)C3)cc1	88*	3
COc1ccc(C=NNC(=O)Cn2nc(-c3ccccc3)c(-c3ccccc3)nc2=O)cc1	1	.
COc1ccccc1-c1nnc(NC(=O)c2ccc3c(c2)CCCC3)o1	-6	-2
O=C(CSc1nnc(Cn2ccc(=O)[nH]c2=O)o1)Nc1ccccc1C(=O)O	34	-10
CC(=O)Nc1ccc(-c2nnc(SCC(=O)n3c4c(c5c3CCCC5)CCCC4)n2C)cc1	-1	4
Cc1ccnc(Nc2nc(C)c(C(=O)N3CCCCC3)s2)c1	-8	5
c1ccc(CN2CCSCC2)nc1	-9	-4
CCOc1ccccc1N(CC(N)=O)S(=O)(=O)c1ccc(C)cc1	-8	2
O=C(NCCc1csc(C2CCN(C(=O)c3ccccc3F)CC2)n1)C1CC1	0	8
COc1ccc2nc(N3CCCC(C(=O)NCCCN4CCN(C)CC4)C3)sc2c1 (stereo not drawn)	-14	-2
O=C(O)C1CC=CCC1C(=O)Nc1nc(-c2ccc(Cl)c(Cl)c2)cs1 (stereo not drawn)	-4	18
COc1ccc(NC(=O)c2c(-c3c(F)cccc3Cl)noc2C)c([N+](=O)[O-])c1	3	50
Cc1cccc(Oc2ncccc2[N+](=O)[O-])c1C	-2	.
COC(=O)Oc1ccc2c(=O)c(-c3ccccc3OC)coc2c1	2	50*
O=S(=O)(NCCCN1CCOCC1)c1ccc(Cl)c(Cl)c1	-1	-10
CCC(=O)N1CCN(c2nc(CN3CCOCC3)cs2)CC1	-1	-1
